Source: PubChem BioAssay (National Center for Advancing Translational Sciences (NCATS))
ALOX12 inh: ALOX12 (human) lipoxygenase inhibition. P18054. purified 12hLO, xylenol orange hydroperoxide absorbance. Potency, µM (doses to about 108 µM), without a hit: at the top dose activity change, negative = inhibition, usual class: inhibitors. 1.1% of 580,000 active. AID 1671190; active = well fitted inhibition curve with a large enough effect; inconclusive = small, poorly fitted or top-dose-only effect, or another doubt; inactive = no such curve, though single readings can be large or run the other way
Target sequence (P18054 whole entry, looked up): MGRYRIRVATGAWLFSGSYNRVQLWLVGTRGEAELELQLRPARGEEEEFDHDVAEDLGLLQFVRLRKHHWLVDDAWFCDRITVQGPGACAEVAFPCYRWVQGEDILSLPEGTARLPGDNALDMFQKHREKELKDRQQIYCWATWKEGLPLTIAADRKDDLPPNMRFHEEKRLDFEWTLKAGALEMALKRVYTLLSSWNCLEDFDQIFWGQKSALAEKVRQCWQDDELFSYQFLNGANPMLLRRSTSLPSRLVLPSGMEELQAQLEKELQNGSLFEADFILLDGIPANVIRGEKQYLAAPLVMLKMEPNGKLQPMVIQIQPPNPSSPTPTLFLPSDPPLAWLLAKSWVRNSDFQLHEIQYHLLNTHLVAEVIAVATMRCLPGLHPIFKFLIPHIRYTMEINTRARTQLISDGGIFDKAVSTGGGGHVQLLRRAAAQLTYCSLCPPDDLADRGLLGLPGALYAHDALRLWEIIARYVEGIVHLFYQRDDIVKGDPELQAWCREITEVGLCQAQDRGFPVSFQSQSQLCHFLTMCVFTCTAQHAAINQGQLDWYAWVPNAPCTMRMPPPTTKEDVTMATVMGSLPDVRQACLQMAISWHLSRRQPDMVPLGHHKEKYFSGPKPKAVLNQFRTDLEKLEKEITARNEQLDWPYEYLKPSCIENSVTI
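Purified human 12hLO (150 nM final) in 25 mM Hepes, 0.01% Triton X-100, pH 7.0 was preincubated 15 min at room temperature with compound. Then 40 uM arachidonic acid was added, 30 min. Hydroperoxide was read by Fe-XO absorbance ratio 573/405 nm.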
An asterisk follows results filed as active; ? = inconclusive; [ ] = remark or other dose. % is scaled to controls: 0 for no effect and ±100 for the full control effect; potency is read from the fitted curve at half-maximal effect. An excerpt, so the mix of outcomes need not match the whole.

SMILES	ALOX12 inh
O=C(Nc1cc(F)cc(F)c1)N1CCCC2(C1)Nc1cccnc1NC2=NC1CCCC1 (stereo unspecified)	11%
Cc1c(CN(C)c2cc(C3CC(O)C3)nc(N)n2)[nH]c2ccccc12 (stereo unspecified)	36%[activator]
COc1cccc(N2CCN(c3nc(C(=O)NCc4ccco4)cs3)CC2)c1	20%
Cc1nc2n(n1)C(C(=O)Nc1ccccc1)CC(=O)N2 (stereo unspecified)	-1%
CC(C)COc1cc(=O)n2c(c1C(=O)NC1CCCCC1)CCCCC2	11%
CCCNC(=O)C1COC2(CCN(C(=O)C3CCC3)CC2)N1C(=O)c1ccc(OC)cc1 (stereo unspecified)	39%
Cc1ccc(CN2C[C@@H](CO)[C@H](NC(=O)c3cccnc3)C2)cc1	30%
CNC(=O)[C@@H]1CN(C(=O)NCc2cccc(OC)c2)C[C@H]1c1n[nH]c(C)n1	22%
CN(CC1(C)CCOCC1)C(=O)c1ccc2cc[nH]c2c1	42%[activator]
CCN1CCN(CC(O)COc2cccc(CNCc3cnn(CC)c3)c2)CC1 (stereo unspecified)	85%[activator]
Cc1nc(C2(C)CCN(C(=O)c3ccc(Cc4c(C)noc4C)o3)CC2)no1	8%
O=C1NC2(CN([S+](=O)([O-])c3ccccc3)C2)Oc2ccccc21	16%[176 µM]
O=C(NC1CCCCC1)N[C@H]1CCN2C(=O)c3ccc(Cl)cc3NC(=O)[C@H]12	?
CC(c1ccc(-c2cc(N)ccn2)cc1)N1CCCCC1 (stereo unspecified)	8%
CN(C)C[C@@H]1CN(C)C[C@H]1NC(=O)NCc1ccc(OC(F)(F)F)cc1	63%[activator]
CC(C)(C)CC(=O)N[C@H]1CO[C@H]2[C@@H]1OC[C@H]2OCC(N)=O	5%[176 µM]
CCCCN1C(=O)c2ccccc2C(C(=O)NCc2ccncc2)C12CCCCC2 (stereo unspecified)	42%[activator]
O=C1COCC2(CN1Cc1ccccc1)CN(c1ccccc1)C2	-8%[176 µM]
CNC(=O)[C@@H]1CN(S(=O)(=O)c2ccc3c(c2)CCC3)C[C@H]1c1n[nH]c(C)n1	6%
O=C1CCN(C(=O)C2CCN(C(=O)C3(c4ccccc4)CC3)CC2)CCCCCCN1	15%
CC(=O)NC[C@H]1OC[C@@H](NC2CCCCC2)[C@@H]1O	30%[176 µM]
O=C(O)CCc1cc2n(n1)CCCN(C(=O)c1ccc3n[nH]nc3c1)C2	?
COc1ccc(C(=O)N[C@@H]2CCC[C@@H]2C(=O)NCCCc2ccccc2)cc1	43%[activator]
O=C(NCC1CCCCC1)C1CCN(C(=O)N2CC3CC(C2)[C@H]2CCCC(=O)N2C3)CC1 (stereo partly specified)	17%
COc1ccc(CN2Cc3cc(NC(=O)c4cccc(F)c4)ccc3OCC2=O)c(OC)c1	5%
O=C1Cc2c(-c3ccccc3Oc3ccccc3)n[nH]c2CN1CCc1ccncc1	27%[176 µM]
COc1cc(CN2CCN(Cc3cccc(SC)c3)CC2CCO)cc(OC)c1 (stereo unspecified)	15%
CCOc1ccc(CC(=O)N2CCC(Cc3nc(C(C)C)no3)CC2)cc1OCC	39%[activator]
N#Cc1ccc(C(=O)NC2CCN(c3cc(-c4cccs4)[nH]n3)C2)cc1 (stereo unspecified)	13%
NC(=O)c1cccc(CN2CCCC3(Cc4ccccc4N(C(=O)c4ccc(Cl)cc4)C3)C2)c1 (stereo unspecified)	?
CN(C)C(=O)C1CN(C(=O)c2ccc3c(c2)OCO3)CC12CCOCC2 (stereo unspecified)	19%
COc1ccc(CN2CCNc3cnc(Oc4ccccc4)cc3C2)cc1O	0%[176 µM]
COCCCNc1cc(-c2ccc(Cl)cc2)nc2c(C)noc12	?
CC(C)CCN1CCn2c(nn(-c3ccc(C(F)(F)F)cc3)c2=O)C1	9%[6.33 µM]
COC(=O)C1=C(C)N(C)C(=NCc2ccccc2C(F)(F)F)NC1c1ccc(Cl)cc1 (stereo unspecified)	-30%
O=C1CCC2(CCCN(c3ncc(Cl)cc3F)C2)CN1Cc1cccnc1 (stereo unspecified)	34%

Two of the compounds above, in markdown:
| Compound | ALOX12 inh |
| --- | --- |
| N#Cc1ccc(C(=O)NC2CCN(c3cc(-c4cccs4)[nH]n3)C2)cc1 (stereo unspecified) | 13% |
| NC(=O)c1cccc(CN2CCCC3(Cc4ccccc4N(C(=O)c4ccc(Cl)cc4)C3)C2)c1 (stereo unspecified) | ? |

Continued:
SMILES	ALOX12 inh
Cc1ccc(CNC(=O)c2ccc3c(c2)CN(Cc2cccc(F)c2)CCO3)cc1	?
O=C(Cn1ccn2nc(-c3ccc(F)cc3)c(CO)c2c1=O)Nc1ccccc1	30%
Cc1cc(N(C)CC(C)N2CCOCC2)n2nccc2n1 (stereo unspecified)	127%[activator]
COCCN[C@H]1[C@@H]2OC[C@@H](O2)[C@@H](NC(=O)Nc2cccc(C(F)(F)F)c2)[C@@H]1O	0%[176 µM]
O=C1C=CC2=C3c4cc(O)c(O)cc4C[C@@]3(O)COC2=C1	?
O=C(CCc1ccccc1)N1CCNc2cnc(Nc3cccc(C(F)(F)F)c3)nc2C1	0%
CCCCc1ccc(NC(=O)CN2C(=O)NC(c3ccc(Cl)cc3)C3=C2COC3=O)cc1 (stereo unspecified)	-15%
Cc1ccc(C2=NCC(C)n3nc4cc(C(F)(F)F)ccc4c32)cc1 (stereo unspecified)	?
CCc1noc([C@@H]2CC(F)(F)CN2C(=O)c2nccn2C)n1	-1%
O=C(NC1CCCc2c1cnn2-c1ccccn1)c1cn[nH]c1-n1cnnn1 (stereo unspecified)	84%[activator]
O=C(O)COCC(=O)N1Cc2[nH]cnc2C[C@H]1c1nc(Cc2ccccc2)no1	14%[176 µM]
COc1ccc(NC(=O)C2(C)CN(C)Cc3ccc(Nc4cccc(OC)c4)nc32)cc1 (stereo unspecified)	-1%[176 µM]
COc1ccc(-c2nc(C3CC(=O)N(c4ccc(F)c(Cl)c4)C3)no2)cc1OC (stereo unspecified)	-12%
CCCCc1ncc(-c2c(-c3ccccc3)ncn2CC2(CO)CCC2)[nH]1	52%[activator]
O=c1n(-c2ccncc2)nc2n1CCN(Cc1cccc3ccccc13)C2	-29%
COc1ccc(NC(=O)[C@@H]2C[C@H](c3ccc(F)cc3)N(Cc3ccccc3Cl)C2)cn1	?
Nc1nc(Cl)nc2c1ncn2[C@@H]1O[C@H](CO)[C@@H](O)[C@H]1F	178%[activator]
CCn1c2ccccc2c2cc(C(=O)N3CCCCCCNC(=O)CC3)ccc21	0%
COc1ccccc1C(=O)N1CCN(c2cc(C(F)(F)F)ncn2)CC1	23%
CN(C)C[C@@H]1CN(c2ccncn2)C[C@H]1NC(=O)c1cccc2[nH]ccc12	53%[activator]
COC12CC(=O)C(C(C)=O)=C(O)C1(C)c1c(O)c(C)c(O)c(C(C)=O)c1O2 (stereo unspecified)	40µM*
O=C([C@@H]1C[C@H](F)CN1C(=O)c1cccc(OC(F)(F)F)c1)N1CCOCC1	40%[activator]
CCC1(O)CCC12CCN(C(=O)c1ccco1)CC2 (stereo unspecified)	20%
O=C(NC1CCc2ccccc21)c1cc(COc2ccc3c(c2)OCO3)[nH]n1 (stereo unspecified)	62%[activator]
C=CCOc1cccc(-c2nc(C(=O)NCC)cs2)c1	25%
CN(C(=O)[C@@H]1C[C@H](c2ccc(F)cc2)N([S+](=O)([O-])C2CC2)C1)c1cccnc1	12%[176 µM]
Cn1ccnc1CNC(=O)C[C@@H]1C[C@H]2O[C@H](CNCc3ccccc3OC(F)(F)F)[C@@H](O)[C@H]2O1	7%
COC(=O)[C@@H]1Cc2c([nH]c3ccccc23)[C@H]2C[C@@H](NCc3cccnc3)C[C@@H](c3ccc(F)cc3)N21	34%
COCCNC(=O)C[C@@H]1C[C@H]2O[C@H](CNC3CCNCC3)[C@@H](O)[C@H]2O1	2%[176 µM]
C1CC(c2noc(C34CC5CC(CC(C5)C3)C4)n2)CO1 (stereo unspecified)	0%
CN(C)c1nc2c(c(=O)[nH]1)CCN(Cc1cc(F)c(F)c(F)c1)CC2	47%[activator]
Cc1cc(C(=O)N2CC[C@H]3C(=O)NCCCCCCN(Cc4ccncc4)[C@@H]3C2)nn1C	102%[activator]
CN(C)C[C@@H]1CN(S(C)(=O)=O)C[C@H]1NC(=O)c1ccnn1C	10%
COc1ccccc1CCn1cnc(-c2ccccc2)c1-c1cn(C)nc1C	113%[activator]
Cn1ncc(N2CCC(CNC(=O)CN3CCOCC3)C2)cc1=O (stereo unspecified)	5%
Cc1cccc(OCCc2noc(C3CN(C(=O)Nc4ccc5c(c4)OCCO5)C3)n2)c1	-12%
CC1(C)CN(Cc2nnc(-c3cccc(F)c3)o2)CC[C@]1(C)O	7%
O=C(NCc1ccco1)C1c2ccccc2C(=O)N(Cc2ccccc2)C12CCCC2 (stereo unspecified)	10%
O=C(NCc1ccccc1)C1CCC(=O)N1C1CCN(C(=O)c2cc(F)cc(F)c2)CC1 (stereo unspecified)	49%[activator]
Cc1cccc(C(=O)N2CCC3(CC2)CC(CC(=O)NCc2ccncc2)CCO3)c1 (stereo unspecified)	45%[activator]
CCOCCCNC(=O)c1cc2cn(C3CC3)cc2s1	-8%
CN1CCCCCC(O)c2cc(C(=O)N3CCOCC3)ccc21 (stereo unspecified)	105%[activator]
Cn1ccnc1C(=O)N1CCC(N2C(=O)C3(CCCC3)C2c2ccccc2)CC1 (stereo unspecified)	17%
CN1C(=O)[C@H]2CN(Cc3ccc(F)c(Br)c3)C[C@H]2C1=O	48%[activator]
COCc1nc(C2CCN(C(=O)c3ccnn3C)C2)no1 (stereo unspecified)	11%
CCn1c(CN(C)C)nnc1C1CCN(C(=O)Cn2nc(C)cc2N)CC1	6%
COc1ccc2[nH]c3c(c2c1)CCNC31CCN(C(=O)C2CCOCC2)CC1	37%[activator]
CCCS(=O)(=O)N1CCC2(CC1)CC1C(=O)NCCN1C2 (stereo unspecified)	49%[activator]
O=C(c1ccccc1F)N1CCC2(CC1)CCN(CCc1ccccc1)c1ccccc1O2	-1%
CCCNC(=O)N1CC[C@@H](CC(=O)O)[C@@H](CC2=NCCc3ccc(OC)cc32)C1	-21%[176 µM]
O=c1cc(-c2cnccn2)oc2c(Nc3ccccn3)nccc12	-18%[176 µM]
COCc1cc(N2CCNC[C@H]2C)ccc1N1CCN(Cc2ccccc2)[C@@H](C)C1	?
O=C(NCc1ccccc1-n1ccnc1)C1CC(=O)N(Cc2cccnc2)C1 (stereo unspecified)	46%[activator]
COc1ccc(CN2CCC3(C2)C(=NC2CCCCC2)NC(=O)N3c2cccnc2)cc1 (stereo unspecified)	0%[6.33 µM]
CCOc1cc(=O)n2c(c1C(=O)Nc1ccc(C)cc1)CCCC2	23%
Cc1csc(CCNC(=O)C[C@H]2NC(=O)c3ccccc3NC2=O)n1	21%
CC(C)CC(=O)NCCC1CCN(C(=O)Nc2ccccc2)CC1	36%
Cc1cccc(NC(=O)c2cc(S(=O)(=O)N3CCCCC3)c[nH]2)c1	24%
COc1ccc(OC)c(NC(=O)COc2ccc(-c3nnc4n3CCCC4)cc2)c1	12%
COc1ccc(NC(=O)Cn2nc3n(c2=O)CCCC3)cc1Cl	-9%

16 structures already listed, arranged by molar mass, ascending:
SMILES	ALOX12 inh
COCc1nc(C2CCN(C(=O)c3ccnn3C)C2)no1 (stereo unspecified)	11%
CCCS(=O)(=O)N1CCC2(CC1)CC1C(=O)NCCN1C2 (stereo unspecified)	49%[activator]
O=c1cc(-c2cnccn2)oc2c(Nc3ccccn3)nccc12	-18%[176 µM]
CN1CCCCCC(O)c2cc(C(=O)N3CCOCC3)ccc21 (stereo unspecified)	105%[activator]
CCOc1cc(=O)n2c(c1C(=O)Nc1ccc(C)cc1)CCCC2	23%
COc1ccc(NC(=O)Cn2nc3n(c2=O)CCCC3)cc1Cl	-9%
CN1C(=O)[C@H]2CN(Cc3ccc(F)c(Br)c3)C[C@H]2C1=O	48%[activator]
Cc1cccc(NC(=O)c2cc(S(=O)(=O)N3CCCCC3)c[nH]2)c1	24%
Cc1csc(CCNC(=O)C[C@H]2NC(=O)c3ccccc3NC2=O)n1	21%
CCn1c(CN(C)C)nnc1C1CCN(C(=O)Cn2nc(C)cc2N)CC1	6%
O=C(NCc1ccccc1-n1ccnc1)C1CC(=O)N(Cc2cccnc2)C1 (stereo unspecified)	46%[activator]
COc1ccc2[nH]c3c(c2c1)CCNC31CCN(C(=O)C2CCOCC2)CC1	37%[activator]
CCCNC(=O)N1CC[C@@H](CC(=O)O)[C@@H](CC2=NCCc3ccc(OC)cc32)C1	-21%[176 µM]
COCc1cc(N2CCNC[C@H]2C)ccc1N1CCN(Cc2ccccc2)[C@@H](C)C1	?
COc1ccc(CN2CCC3(C2)C(=NC2CCCCC2)NC(=O)N3c2cccnc2)cc1 (stereo unspecified)	0%[6.33 µM]
O=C(c1ccccc1F)N1CCC2(CC1)CCN(CCc1ccccc1)c1ccccc1O2	-1%

New compounds follow.
SMILES	ALOX12 inh
O=C(c1ncccc1F)N1C[C@@H](COCC2CC2)[C@H](c2ccncc2)C1	1%
CCCNC1(Cc2cc(CC(C)C)on2)COC1	-4%[176 µM]
O=C(NCCC1CCN(C(=O)Nc2ccc(F)cc2F)CC1)c1cc(F)ccc1F	16%
O=C(c1ccc(C(F)(F)F)cc1)N1CCC(N2CCNC2=O)CC1	9%[6.33 µM]
CN(CCCN1c2ccccc2CCc2ccccc21)C(=O)[C@H]1CCC[C@@H](O)C1	65%[activator]
O=C1CCCN1CCCN1C(=O)[C@@H]2C[C@@H](O)CN2C2(CNC2)C1=O	12%[176 µM]
Cc1ccc(CN2CC=CCS2(=O)=O)cc1	2%
O=C(c1ccc2c(c1)OCO2)N1CCC(N2Cc3ccccc3C2=O)CC1	5%[6.33 µM]
COCc1nc(C2CCCN(C(=O)c3ccc(OC)cc3OC)C2)no1 (stereo unspecified)	29%
O=c1[nH]c(C2CCN(Cc3ccccc3)CC2)nn1Cc1ccccc1	33%
O=C(Nc1ccc(F)cc1)N1CC(=O)N2[C@H](CO)[C@@H](c3ccc(Br)cc3)[C@H]2C1	?
OC[C@@H]1O[C@H](CN(Cc2cccc(Cl)c2)Cc2cccc(Cl)c2)[C@H](N2CCN(c3ccccn3)CC2)[C@@H]1O	?
